High-throughput results deposited in PubChem by several laboratories.
NOD1 NF-kB reporter: NOD1 signaling inhibitors, primary screen, cell-based, luminescence, uHTS (AID 1578); NOD1-driven NF-kB luciferase reporter cells, luminescence; higher % means a stronger effect; inhibition, % at 4 µM, or EC50 in µM where a hit was titrated; 290,000 tested, 1% active; in the data active = inhibition mostly above about 36%, no sharp cut-off; inactive = mostly below about 34%;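 also: HEK-293T reporter cells stimulated with the NOD1 agonist gamma-tri-DAP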
AID2073: inhibitors of Mint1-CaV2.2 protein interaction, biochemical, HTRF (AID 2073) | Voltage-dependent N-type calcium channel subunit alpha-1B (Homo sapiens) | HTRF protein-protein interaction, Mint1-CaV2.2; higher % means a stronger effect | inhibition, % at 20 µM; hits with a dose series show IC50 in µM | 290,000 tested, 0.19% active; in the data active = inhibition mostly above about 51%, no sharp cut-off; also: some results filed as inactive read as strong as hits
P. falciparum M17LAP: P. falciparum M17LAP inhibitors, primary screen, biochemical, fluorogenic H-Leu-NHMec substrate, 1536-well (AID 1619). Leucine aminopeptidase (Plasmodium falciparum (isolate 3D7)). recombinant M17LAP, H-Leu-NHMec fluorogenic kinetic assay; higher % means a stronger effect. inhibition, % at 30 µM, or IC50 in µM where a hit was titrated. 220,000 tested, 0.38% active;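 active = compound inhibiting the enzyme by more than half at any dose during confirmatory dose-response retesting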;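 also: plate controls were full reaction with DMSO carrier for no effect and no enzyme background for full effect; strong numbers were not always called active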
KOR beta-arrestin-1: KOR agonists, beta-arrestin recruitment, primary screen, cell-based, luminescence, uHTS (AID 1777) | one-dose activation, % at 10 µM; EC50 in µM for titrated hits | 280,000 tested, 0.02% active | KOR beta-arrestin recruitment, luminescence; higher % means a stronger effect | Kappa-type opioid receptor (Homo sapiens); in the data active = activation above about 50%, passing the limit was not always enough; also: a part of the inactive calls stands beside numbers as strong as those of hits
KOR beta-arrestin-2: KOR antagonists, beta-arrestin recruitment, cell-based, luminescence, uHTS (AID 1778); 290,000 tested, 0.091% active; Kappa-type opioid receptor (Homo sapiens); inhibition, % at 10 µM; hits with a dose series show IC50 in µM; KOR beta-arrestin recruitment, luminescence, antagonist mode; higher % means a stronger effect; also: strong numbers were not always called active
Dynein transport: inhibitors of GR-EGFP nuclear translocation, primary screen, dynein cargo transport inhibitor project, imaging, high-content, 3617.4 mouse cells; test concentration mostly 20 µM; stimulated with dexamethasone, 1 µM; active compounds read low; z-score, hits read low; 220,000 tested, 0.47% active; AID 1381, 2008;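 active = plate z-score of nuclear minus cytoplasmic receptor signal below a set negative limit, without overly bright fluorescence or cell loss, cut at about -3.5 in these data, passing the limit was not always enough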;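 also: z-score of nuclear minus cytoplasmic ring GR-EGFP intensity difference per well; some compounds called inactive have numbers as strong as hits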
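Also added – dexamethasone, 1.0 µM final · Buffer or medium – tet-free, stripped-serum medium · Schedule – induction 48 h, compound 1 h, agonist 30 min · Detection – formaldehyde fixation, Hoechst nuclear stain, 10x automated fluorescence imaging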
GPR55 activation: GPR55 agonists via beta-arrestin recruitment, primary screen, imaging, U2OS cells, beta-arrestin-GFP redistribution (AID 1961). U2OS GPR55 beta-arrestin-GFP redistribution imaging; higher % means a stronger effect. G-protein coupled receptor 55 (Homo sapiens). 290,000 tested, 0.048% active. activation, % at 10 µM; hits with a dose series show EC50 in µM;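 active = activation above 40% with more than 50 cells counted in the well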;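 also: U2OS osteosarcoma cells stably expressing GPR55 and beta-arrestin-GFP; plate controls were DMSO negative control for no effect and LPI positive control for full effect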
NOD2 inhibition: NOD2 signaling inhibitors, cell-based, luminescence, uHTS, HEK293 (AID 1566); HEK293 NOD2/NF-kB luciferase reporter, luminescence; higher % means a stronger effect; one-dose inhibition, % at 4 µM; EC50 in µM for titrated hits; 290,000 tested, 0.63% active; also: many of its hits are not listed in these tables
M1AAP inhibition: P. falciparum M1AAP inhibitors, biochemical, fluorogenic H-Leu-NHMec substrate, 1536-well (AID 1445) | inhibition, % at 30 µM; hits with a dose series show IC50 in µM | 220,000 tested, 0.42% active | recombinant M1AAP, H-Leu-NHMec fluorogenic kinetic assay; higher % means a stronger effect;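 active = primary inhibition above the hit cutoff, then over 50% inhibition at one or more dose response concentrations, cut at about 23% in these data, passing the limit was not always enough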;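 also: plate controls were DMSO full reaction for no effect and no enzyme background for full effect; strong numbers were not always called active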
Dynein transport cytoplasmic EGFP: recorded beside Dynein transport, whose call it bears; z-score; measured here: cytoplasmic GR-EGFP intensity; active compounds read high
Dynein transport nuclear GR-EGFP: also measured in Dynein transport; calls as there; z-score; measured here: nuclear GR-EGFP intensity;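 lower value marks the stronger effect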
Dynein transport cell count: also measured in Dynein transport; calls as there; z-score; measured here: cell count per field
* hit, by the source's call; nt = not tested or not shown; [ ] = another dose, or the depositor's remark. Rule as the data show it, unless noted: active = inhibition above about 50%; inactive = the rest. An excerpt; rates above refer to the full screens.

NOD1 NF-kB reporter,AID2073,P. falciparum M17LAP,KOR beta-arrestin-1,KOR beta-arrestin-2,Dynein transport,Dynein transport cytoplasmic EGFP,Dynein transport nuclear GR-EGFP,Dynein transport cell count,GPR55 activation,NOD2 inhibition,M1AAP inhibition,Compound
-27%,3%,nt,-1.4%,-20%[20 µM],nt,nt,nt,nt,-0.1%,-9%,nt,CS(=O)(=O)N1CCc2cc(C(=O)Nc3ccccc3Cl)ccc21
0%,-8%,nt,-2.6%,8%,nt,nt,nt,nt,0.0%,20%,nt,Cc1nc(CNC(=O)C2CCC(=O)N(CCc3ccc(Cl)cc3)C2)sc1C (stereo not drawn)
-44%,3%,5%,-3.0%,35%,3.1,1.6,2.6,-1.4,-0.1%,-23%,1%,N#Cc1nc(-c2ccco2)oc1NCCc1ccccc1
13%,-10%,3%,-3.6%,9%,-0.64,-0.29,-0.12,0.49,-0.1%,-16%,2%,ClCC1CSC(=NC23CC4CC(CC(C4)C2)C3)O1 (stereo not drawn)
-2%,-20%,3%,0.9%,-34%,1.3,-0.21,0.32,-1.3,0.0%,-35%,3%,Cc1ccc2c(c1)CCCN2C(=O)Nc1ccc2c(c1)OCO2
nt,3%,32%,3.7%,-35%,-1,-0.19,-0.17,0.98,-0.1%,16%,-3%,CCOc1ccc(NC(=O)CN2CCN(CC(=O)c3ccc(OC)c(OC)c3)CC2)cc1
-27%,15%,-5%,0.4%,16%,1.4,-0.28,0.94,-1.2,0.1%,3%,0%,O=C(NNC(=O)C1CCN(S(=O)(=O)c2cccc(C(F)(F)F)c2)CC1)C1CC1
4%,1%,4%,3.4%,-30%,-0.31,-0.16,-0.33,0.27,0.8%,-8%,3%,CC(C)(C)n1nnnc1C(c1cccs1)N1CCN(Cc2ccc3c(c2)OCO3)CC1 (stereo not drawn)
14%,3%,-9%,0.7%,8%,-0.55,-0.22,-0.22,0.49,-0.1%,6%,1%,CCOC(=O)CSc1nnc(CNC(=O)c2cccs2)n1Cc1ccccc1
-15%,4%,nt,-1.2%,-6%[20 µM],nt,nt,nt,nt,-0.3%,2%,nt,CCCCNC(=O)O[C@@H]1C[C@@H]2CCN3C(=O)CCC[C@H]([C@H]1CC)[C@H]23
4%,13%,14%,-1.6%,-1%,-0.61,-0.27,-0.49,0.97,0.4%,14%,9%,CCOC(=O)/C(=C\C=C\N1CCOCC1)C(C)=O
-8%,23%,4%,-2.3%,17%,-0.38,-0.22,-0.2,0.42,0.0%,-18%,2%,Cc1nc(-c2ccc(S(=O)(=O)N3CCCCCC3)cc2)cs1
-17%,2%,20%,-1.6%,-30%,-0.78,-0.22,-0.11,0.52,-0.2%,-1%,8%,Cc1ccc(NC(=O)CSc2nc3nc(C)cc(C)c3c(=O)[nH]2)cc1
2%,24%,-4%,5.5%,-3%,-0.81,-0.3,-0.44,2.1,0.4%,10%,-3%,CCOC(=O)c1sc(=S)n(-c2ccc(OC)cc2)c1C
-21%,1%,-3%,-2.3%,-24%,-0.68,-0.25,-0.54,0.48,0.3%,3%,10%,C/C(CC(=O)NCc1ccccc1)=N\NC(=O)c1cnccn1
-10%,0%,5%,-1.4%,-18%,2.1,-0.28,1.2,-1.1,-0.5%,5%,9%,Cc1cc(NC(=O)CSc2nc(N)c(NC(=O)c3ccccc3)c(=O)[nH]2)no1
8%,10%,-28%,8.3%,18%,-0.94,-0.32,-0.7,1.1,0.7%,10%,12%,O=C(Nc1cccnc1)c1sc(Nc2ccccc2)nc1-c1ccccc1
-15%,-2%,-2%,-0.9%,-1%,-0.7,-0.3,-0.25,1,0.5%,11%,1%,CC1Cc2ccccc2N1CC(=O)NC(=O)NC(C)(C)C (stereo not drawn)
-1%,-8%,nt,3.6%,-16%,nt,nt,nt,nt,0.2%,-1%,nt,COc1cccc(NC(=O)CSCc2cc(=O)n3ccsc3n2)c1
-5%,5%,nt,7.9%,-29%,nt,nt,nt,nt,-0.2%,-2%,nt,COc1ccc(C2/C(=C(/O)c3ccc(Br)cc3)C(=O)C(=O)N2C)cc1OC (stereo not drawn)
-22%,5%,16%,7.5%,9%,-0.26,-0.31,-0.087,0.45,-0.2%,-1%,8%,O=P(O)(c1ccccc1)c1ccccc1O
-19%,-2%,0%,-1.9%,-9%,0.13,-0.31,0.22,0.21,-0.1%,-4%,6%,COc1c(Br)cc(Br)cc1/C=N/n1c(C)nnc1C
1%,8%,8%,6.4%,-34%,-0.88,-0.24,-0.4,0.98,0.3%,2%,14%,COc1ccccc1CNC(=O)C1CCCN1S(=O)(=O)c1cccc2cccnc12 (stereo not drawn)
-24%,9%,nt,0.9%,2%,nt,nt,nt,nt,0.5%,-2%,nt,CC(C)CNC(=O)C1CCN(S(=O)(=O)c2ccc(-n3cnnn3)cc2)CC1
-1%,1%,0%,0.9%,18%,-0.27,-0.22,-0.45,0.075,-0.1%,-5%,3%,COc1ccc(-c2nc(-c3cccnc3)no2)cc1OC
-13%,-6%,0%,-7.4%,-4%,-0.42,-0.029,-0.13,0.087,-0.2%,8%,-1%,Cc1cccc2cc(COC(=O)C3CCCCC3)c(=O)[nH]c12
-30%,0%,14%,1.7%,-6%,1.6,0.0059,0.44,-0.34,0.9%,-46%,-1%,C/C(=N\Nc1ccccn1)c1ccc2c(c1)OCO2
-21%,9%,nt,-2.7%,6%[20 µM],nt,nt,nt,nt,-0.1%,-8%,nt,O=c1[nH]c(/C=C\c2cccc(F)c2)nc(O)c1[N+](=O)[O-]
-15%,-9%,8%,nt,-11%[20 µM],0.53,-0.076,0.24,-0.064,0.1%,12%,8%,Cc1cc(=O)n(Cc2ccc(OC(C)C)cc2)c(=S)[nH]1
-12%,11%,-9%,1.1%,-23%,-0.41,-0.21,-0.32,1,-0.1%,-6%,-1%,O=C(O)c1ccccc1C(=O)Nc1nccs1
-25%,-3%,-3%,-5.6%,-22%,-0.58,0.32,0.031,-0.23,1.1%,10%,2%,Cn1cnnc1SCC(=O)Nc1ccccc1Oc1ccccc1
-1%,2%,14%,-3.1%,-13%,1.4,-0.15,0.95,-1.8,0.9%,8%,-2%,CCOC(=O)c1nn(-c2ccccc2C)c2nc(Nc3ccccc3)cc(=O)n12
-18%,-1%,10%,-0.2%,40%,-0.065,-0.19,0.47,-0.08,0.2%,0%,7%,Cc1ccc(-n2c(N)c(C(=O)N3CCN(C)CC3)sc2=S)cc1
-13%,13%,-2%,2.5%,4%,-0.24,0.098,0.2,-0.23,-0.2%,0%,1%,O=C(C1=C[C@H](c2csc3ccccc23)C[C@H](OCc2ccc(CO)cc2)O1)N1CCN(Cc2ccccc2)CC1
-18%,0%,-1%,1.6%,11%[20 µM],-0.57,0.072,-0.18,-1.1,-0.1%,-1%,-2%,C=CCN(CC=C)CCOc1ccc2ccccc2c1
3%,-4%,0%,-3.4%,25%,-0.24,-0.2,-0.16,-0.042,0.2%,24%,-2%,Cc1cc(NNC(=O)c2cccc(C(F)(F)F)c2)nc2c1c(C)nn2C
-38%,8%,2%,-2.2%,12%,-0.57,-0.26,-0.22,-1.2,0.0%,-20%,-9%,Cc1cccc(-n2ncc3c(NCCN4CCOCC4)ncnc32)c1
-30%,-4%,19%,-1.4%,28%,2,-0.27,1.3,0.44,-0.3%,3%,-6%,COCc1cc(C)nc(SCC(=O)Nc2ccc3c(c2)OCO3)c1C#N
-83%,10%,nt,-0.8%,-8%,nt,nt,nt,nt,0.0%,-216%,nt,CCc1ccc(C(=O)Nc2nc(C)cs2)s1
-34%,6%,0%,3.2%,-12%,0.022,-0.17,1.1,-0.79,0.3%,5%,7%,CCOC(=O)c1sc(NC(=O)/C=C/c2c(F)cccc2Cl)nc1C

Nothing new here: an excerpt of the list.
NOD1 NF-kB reporter,AID2073,P. falciparum M17LAP,KOR beta-arrestin-1,KOR beta-arrestin-2,Dynein transport,Dynein transport cytoplasmic EGFP,Dynein transport nuclear GR-EGFP,Dynein transport cell count,GPR55 activation,NOD2 inhibition,M1AAP inhibition,Compound
-12%,11%,-9%,1.1%,-23%,-0.41,-0.21,-0.32,1,-0.1%,-6%,-1%,O=C(O)c1ccccc1C(=O)Nc1nccs1
-25%,-3%,-3%,-5.6%,-22%,-0.58,0.32,0.031,-0.23,1.1%,10%,2%,Cn1cnnc1SCC(=O)Nc1ccccc1Oc1ccccc1
-1%,2%,14%,-3.1%,-13%,1.4,-0.15,0.95,-1.8,0.9%,8%,-2%,CCOC(=O)c1nn(-c2ccccc2C)c2nc(Nc3ccccc3)cc(=O)n12
-18%,-1%,10%,-0.2%,40%,-0.065,-0.19,0.47,-0.08,0.2%,0%,7%,Cc1ccc(-n2c(N)c(C(=O)N3CCN(C)CC3)sc2=S)cc1
-13%,13%,-2%,2.5%,4%,-0.24,0.098,0.2,-0.23,-0.2%,0%,1%,O=C(C1=C[C@H](c2csc3ccccc23)C[C@H](OCc2ccc(CO)cc2)O1)N1CCN(Cc2ccccc2)CC1
-18%,0%,-1%,1.6%,11%[20 µM],-0.57,0.072,-0.18,-1.1,-0.1%,-1%,-2%,C=CCN(CC=C)CCOc1ccc2ccccc2c1
3%,-4%,0%,-3.4%,25%,-0.24,-0.2,-0.16,-0.042,0.2%,24%,-2%,Cc1cc(NNC(=O)c2cccc(C(F)(F)F)c2)nc2c1c(C)nn2C
-38%,8%,2%,-2.2%,12%,-0.57,-0.26,-0.22,-1.2,0.0%,-20%,-9%,Cc1cccc(-n2ncc3c(NCCN4CCOCC4)ncnc32)c1
-30%,-4%,19%,-1.4%,28%,2,-0.27,1.3,0.44,-0.3%,3%,-6%,COCc1cc(C)nc(SCC(=O)Nc2ccc3c(c2)OCO3)c1C#N
-83%,10%,nt,-0.8%,-8%,nt,nt,nt,nt,0.0%,-216%,nt,CCc1ccc(C(=O)Nc2nc(C)cs2)s1
